Screens deposited in PubChem BioAssay by National Center for Advancing Translational Sciences (NCATS).
EPAC1 antagonist = antagonists of human EPAC1; O95398; EPAC1 GEF assay, Rap1b-BODIPY-GDP exchange fluorescence; Potency, µM (highest dose often 115 µM), without a hit: at the highest dose activity change, negative = inhibition, hits mostly inhibitors; actives 0.14% (n = 360,000); AID 720709;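 note: potency is the fitted concentration of half-maximal effect; plate controls were vehicle for no effect and positive control for full effect; nearly all actives have a fitted effect of over 50% in size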
Target sequence (O95398 whole entry, looked up): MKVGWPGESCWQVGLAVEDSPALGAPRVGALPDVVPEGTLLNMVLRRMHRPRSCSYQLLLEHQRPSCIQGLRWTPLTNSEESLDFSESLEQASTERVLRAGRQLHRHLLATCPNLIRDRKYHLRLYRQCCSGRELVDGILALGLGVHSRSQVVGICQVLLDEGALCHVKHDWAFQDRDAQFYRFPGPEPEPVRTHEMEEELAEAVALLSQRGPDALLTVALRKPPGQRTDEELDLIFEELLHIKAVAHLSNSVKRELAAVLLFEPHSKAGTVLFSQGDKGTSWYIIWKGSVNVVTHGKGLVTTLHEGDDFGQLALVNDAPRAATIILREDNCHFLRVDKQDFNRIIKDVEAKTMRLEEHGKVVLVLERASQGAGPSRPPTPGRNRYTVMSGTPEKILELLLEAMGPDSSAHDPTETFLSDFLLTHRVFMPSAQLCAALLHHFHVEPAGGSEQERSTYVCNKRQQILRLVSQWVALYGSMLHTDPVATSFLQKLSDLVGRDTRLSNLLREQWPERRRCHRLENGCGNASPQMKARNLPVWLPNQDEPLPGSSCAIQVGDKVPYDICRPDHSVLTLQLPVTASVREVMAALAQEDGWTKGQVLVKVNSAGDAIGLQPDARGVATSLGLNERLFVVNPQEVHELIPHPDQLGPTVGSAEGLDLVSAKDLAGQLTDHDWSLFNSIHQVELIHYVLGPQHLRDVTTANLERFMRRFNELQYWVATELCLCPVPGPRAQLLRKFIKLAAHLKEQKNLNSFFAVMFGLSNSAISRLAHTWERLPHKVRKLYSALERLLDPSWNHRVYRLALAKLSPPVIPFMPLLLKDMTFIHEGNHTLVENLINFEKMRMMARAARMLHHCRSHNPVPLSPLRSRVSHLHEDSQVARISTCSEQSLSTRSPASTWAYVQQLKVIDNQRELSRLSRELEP
HEK293 tox = cytotoxic in the GLP-1 receptor inverse agonist counter-screen; HEK293 cAMP-luciferase reporter cells, luminescence, 24 h; Potency, µM (series often up to 38.3 µM), for the others: at the top dose activity change, negative = inhibition, hits mostly inhibitors; actives 0.13% (n = 410,000);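 note: loss of luciferase light is scored as toxicity; potency is the fitted concentration of half-maximal effect; % is set by controls: 0 for no effect and ±100 for the full control effect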
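Compound-treated cells are incubated 24 hr at 37 deg C under 5% CO2 after a 12 hour attachment period, then luciferase detection reagent is added and luminescence is measured following 12 min at room temperature; lowered signal indicates toxicity.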
GLP1R ag = agonists of human GLP-1 receptor. Potency, µM (highest dose often 45.6 µM), without a hit: at the highest dose activation, hits mostly activators. HEK293 GLP-1R CRE-luciferase, luminescence, 4-6 h; cells express a hypersensitive GLP-1R form. actives 0.007% (n = 380,000). P43220; note: potency is the fitted concentration of half-maximal effect; % of control where 0% means no effect
EPAC1 ag = EPAC1 (human) agonism; Potency, µM (titrated, usually from 154 µM), for the others: at the top dose activation, actives largely listed as activators; AID 720707; EPAC1 agonist qHTS, biochemical assay; response scale: 100% = response to 6.5 mM cAMP; actives 0.073% (n = 360,000); O95398; note: potency is the fitted concentration of half-maximal effect; nearly all actives have a fitted effect of over 60% in size
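Multi-concentration qHTS readout: loss of Rap1B-bound BODIPY-GDP fluorescence driven by 100 nM EPAC1 with excess GDP (50 uM), monitored kinetically at room temperature; agonist response expressed relative to 6.5 mM cAMP.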
IL-2 act = activators of IL-2; actives 0.065% (n = 360,000); activation, % (series mostly up to about 46 µM); AID 652025; IL-2 activation reporter assay, cell-based qHTS; stimulated with anti-CD3/CD4/CD28 beads; in transgenic mouse T cells; in the data active = activation above about 50%; inconclusive = mostly about 30% to 49%; note: 0% is about no effect
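First, unstimulated transgenic mouse T cells were exposed to compound for 60 min. Next, anti-CD3/anti-CD4-coated beads with anti-CD28 were added. Finally, after 18 h at 37 degrees C, EGFP and DsRed were imaged.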
GLP1R inv ag = acts as inverse agonist at human GLP-1 receptor. P43220. HEK293 GLP-1R CRE-luciferase, luminescence, 24 h; GLP-1R form is constitutively active. Potency, µM (series often up to 38.3 µM), for the others: at the top dose activity change, negative = inhibition, actives largely listed as inhibitors. actives 1.6% (n = 410,000); note: potency is the fitted concentration of half-maximal effect; % is set by controls: 0 for no effect and ±100 for the full control effect; nearly all actives have a fitted effect of over 55% in size
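Using stably transfected HEK293 (constitutively active GLP-1R, cAMP-luciferase reporter), compounds were incubated 24 hr and luciferase measured by luminescence.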
PTHR1 ag = agonists of human PTHR1 parathyroid hormone receptor; Potency, µM (series often up to 115 µM), for inactives: at the highest dose activation, hits mostly activators; actives 0.075% (n = 410,000); HEK293 GP2 PTHR1 cells, GloSensor cAMP luminescence, 1 h; Q03431; note: potency is the fitted concentration of half-maximal effect; nearly all actives have a fitted effect of over 55% in size; some results filed as inactive show a strong effect at the top dose; inactives centre near -15; many of its hits are not listed in these tables
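HEK-293-derived GP2 cells expressing PTHR1 and a GloSensor cAMP reporter, 3,000/well, plated overnight, given luciferin plus IBMX (each 0.5 mM as added) for 1 h at 37 °C, then compound for 1 h at 37 °C. Luminescence was read after 15 min at room temperature.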
PI5P4K alpha inh = blocks human PI5P4K alpha kinase activity. P48426. PI5P4Kalpha enzyme, ADP-Glo luminescence, 60 min; active compounds read low. max response, %. actives 1.2% (n = 330,000); active = max response of -50% or lower; inconclusive = between -30% and -50%; inactive = -30% or higher; note: value at the top dose of about 77 µM; % is set by controls: 0 for no effect and ±100 for the full control effect
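Enzyme plus substrate dispensed, test compounds pinned in, then ATP (5 microM final) added. After 60 min at RT, ADP-Glo reagent 1 for 45 min and reagent 2 for 30 min preceded luminescence imaging.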
PLK1 PBD block = inhibitors of human PLK1 polo-box domain binding; actives 2.8% (n = 360,000); Potency, µM, for inactives: max response, negative = inhibition, usual class: inhibitors; Plk1 PBD binding of FITC phosphopeptide, fluorescence polarization; P53350; note: potency is the fitted concentration of half-maximal effect; series mostly up to about 57 µM; % is set by controls: 0 for no effect and ±100 for the full control effect; nearly all actives have a fitted effect of over 65% in size
Active calls of the source: *; i = inactive; ? = inconclusive; nt = no result given; & = joins results of further samples; [ ] = dose if it differs, or a comment. Unless noted, calls come from the whole dose curve; as a rule, active = well fitted curve in the direction sought with a large enough effect; inconclusive = small, poorly fitted or top-dose-only effect, or another doubt; inactive = no such curve, though single readings can be large; an effect the other way counts as inactive or inconclusive. A portion of the library; the hit share may differ from the screen's.

SMILES	EPAC1 antagonist	HEK293 tox	GLP1R ag	EPAC1 ag	IL-2 act	GLP1R inv ag	PTHR1 ag	PI5P4K alpha inh	PLK1 PBD block
O=C(NNC1CC(=O)N(c2cccc(Cl)c2)C1=O)c1cccnc1 (stereo not drawn)	-17%	81%[activator]	-20%	-4%	-0.1	7%	-20%	1	-6%
CS(=O)(=O)c1ccc2nc(NC(=O)C3=NN(c4ccccc4)C(=O)CC3)sc2c1	-19%	1%	2%	9%	0.5	11%	-19%	?	-14%
Cc1ccc(NC(=O)Cn2c(=O)cnc3ccccc32)cc1S(=O)(=O)N1CCOCC1	-19%	-4%	-5%	-4%	-0.5	33%[activator]	-2%	-2	4%
CNC(=O)N(C1=NCC(C)(C)S1)c1ccc(F)c(Cl)c1	-15%	-10%	33%	-4%	-1.2	?	-9%	1	-5%
O=C(Nc1nnc(-c2cccs2)o1)c1ccco1	13%	-8%	-1%	-8%	-2.4	1%	-16%	3	5%
O=C(CCCC(=O)N(c1ccc(F)cc1)C(C(=O)NC1CCCC1)c1ccc(O)cc1)Nc1ccccn1 (stereo not drawn)	-18%	11%	6%	6%	-0.4	?	-5%	0	-15%
OC[C@@H]1CN(Cc2ccc3c(c2)OCO3)C[C@H](n2cnc3c(NC4CC4)ncnc32)O1	-25%	-8%	15%	-1%	-0.2	13%	-30%	5	-3%
CCOC(=O)CSc1nc2ccc(C)cc2n2cnnc12	-8%	-8%	-6%	2%	-1.9	66%[activator]	i	3	-3%
c1ccc(-c2nccc(-c3ccc(-n4cnc5ccccc54)cc3)n2)cc1	-29%	?	1%	-2%	0.1	-20%	-1%[57.5 µM]	-1	-12%
CCn1c(=O)c2sccc2n(Cc2cccc(C)c2)c1=O	-4%	-10%	13%	-13%	0.3	-8%	-12%	-9	2%
C/C(=N\NC(=O)c1ccoc1C)c1ccccc1O	?	?	8%	7%	-1.2	?	-5%	-4	-5%
O=C(Cn1c(=O)cnc2ccccc21)N1CCN(S(=O)(=O)c2cccc([N+](=O)[O-])c2)CC1	16%	10%	-14%	5%	-1.1	7%	i	-6	0%
COc1cccc(C2C=C(c3cccs3)Nc3ncnn32)c1OC (stereo not drawn)	-14%	nt	1%	7%	1.4	13%	i	-17	-19%
O=C(CSc1nc2ccccc2c(=O)n1-c1ccc(F)cc1)Nc1cc(S(=O)(=O)N2CCOCC2)ccc1Cl	-5%	-21%	-2%	3%	1.1	-4%	-25%	-7	1%
CCCCCc1c(Cc2ccccc2)ncn1CCc1ccccc1OC	-18%	-29%	-4%	-15%	-1.1	?	-84%[inhibitor]	-5	-13%
COc1ccc(-c2cc(C(=O)NCCN3CCOCC3)c3ccccc3n2)c(OC)c1	9%	-13%	12%	9%	2.7	0%	-10%	nt	?
CCOc1ccc(CNC(=O)CCCc2cn(C)c3ccccc23)cc1OC	3%	-3%&6%	7%	-15%	-1.7	?	-24%&-21%	5	0%
C(=C\c1ccccc1)/CN1CCN(C(c2cc3ccccc3o2)c2nnnn2C2CCCCC2)CC1 (stereo not drawn)	-6%	-7%	6%	-4%	0.0	-7%	14%	0	5%
COc1ccc(C(=O)N(CCc2ccccc2)Cc2ccccc2)cc1S(=O)(=O)N1CCOCC1	-1%	-21%	17%	1%	-5.9	?	-25%	1	2%
CCOC(=O)c1ccc(-n2c(-c3ccco3)nc3ccccc3c2=O)cc1	0%	4%	-5%	4%	-1.8	10%	i	-2	-4%
Cc1ccc(NC(=O)Cn2c(CCC(=O)O)ccc2-c2ccc(Cl)cc2)cc1	14%	-6%&-6%	-6%	-5%	-0.3	-14%&-26%	-17%&-3%	2	-19%
O=C(CCCOc1ccccc1)NCc1ccco1	3%	-21%	-1%	6%	2.2	4%	i	1	-11%
COc1cccc(/C=N/NC(=O)c2cnn(-c3ccccc3)c2N)c1	-18%	0%	22%	1%	0.7	32%[activator]	-35%[inhibitor]	-4	3%
COc1ccc2cc(C(=O)C3CCCN(C(=O)c4cncs4)C3)ccc2c1 (stereo not drawn)	-28%	12%	14%	9%	-3.5	0%	-5%	4	-2%
CCc1ccc(N2CC(C(=O)OCC(=O)NC3CCS(=O)(=O)C3)CC2=O)cc1 (stereo not drawn)	0%	-3%	-7%	0%	-0.8	11%	-13%[57.5 µM]	2	-17%

Entries listed so far that contain a thiophene ring, fused or not, in the order listed:
SMILES	EPAC1 antagonist	HEK293 tox	GLP1R ag	EPAC1 ag	IL-2 act	GLP1R inv ag	PTHR1 ag	PI5P4K alpha inh	PLK1 PBD block
O=C(Nc1nnc(-c2cccs2)o1)c1ccco1	13%	-8%	-1%	-8%	-2.4	1%	-16%	3	5%
CCn1c(=O)c2sccc2n(Cc2cccc(C)c2)c1=O	-4%	-10%	13%	-13%	0.3	-8%	-12%	-9	2%
COc1cccc(C2C=C(c3cccs3)Nc3ncnn32)c1OC (stereo not drawn)	-14%	nt	1%	7%	1.4	13%	i	-17	-19%

Next records follow:
SMILES	EPAC1 antagonist	HEK293 tox	GLP1R ag	EPAC1 ag	IL-2 act	GLP1R inv ag	PTHR1 ag	PI5P4K alpha inh	PLK1 PBD block
Cc1oc2ncn(C)c(=O)c2c1C(=O)N1CCN(c2ccccc2F)CC1	nt	-1%	1%	nt	nt	7%	-94%[inhibitor]	nt	nt
c1ccc(CNc2ncnc3nc[nH]c23)cc1	-14%	7%	6%	-1%	0.8	2%	-14%	-1	-8%
CC(=O)Nc1ccc(N=Cc2ccc(OCc3ccccc3)cc2)cc1	-1%	-11%	-5%	-1%	-0.1	-5%	i	-1	-2%
Cc1ccc(N2C(=O)C3CCCN3C2=S)cc1C (stereo not drawn)	18%	11%	3%	2%	1.3	0%	-2%	-1	?
Cc1ccc(CNC(=O)c2cc3ccccc3oc2=O)cc1	-7%	1%	-2%	3%	-0.9	4%	-16%	0	-4%
COc1ccc(C(=O)C2CCCN(Cc3c[nH]c4ccccc34)C2)c(OC)c1 (stereo not drawn)	16%	-1%	8%	3%	-1.4	?	-31%[inhibitor]	6	-7%
CCN(CC)S(=O)(=O)c1ccc(O)c(C(=O)OCC(=O)N2CCCC2)c1	7%	-7%	2%	-6%	-1.4	-19%	-16%	-2	-2%
CCN(CC)c1ccc(/C=C(/C#N)c2nc3ccc(C)cc3[nH]2)c(OC(C)C)c1	1%	17%	10%	?	218*	-18%	13%[57.5 µM]	nt	-21%
O=C(Cc1ccc2c(c1)OCCO2)N/N=C/c1ccco1	-6%	2%	4%	-4%	0.0	14%	16%	1	-15%
CCOc1ccc(-n2c(SC(C)C(=O)OC)nc3c(c2=O)SCC3)cc1 (stereo not drawn)	5%	9%	7%	9%	-0.6	4%	-5%[57.5 µM]	nt	-2%
CSc1nsc(SC)c1NC(=O)N1CCCC1	4%	-22%	-7%	-1%	1.6	-6%	-24%	nt	-9%
COc1cc2c(cc1OC)C1CC(=O)C(CC(C)C)CN1CC2 (stereo not drawn)	3%	-3%	?	7%	3.6	31%[activator]	-11%	-7	-1%
COc1ccc(OCC2c3cc(OC)c(OC)cc3CCN2C(=O)C(C)C)cc1 (stereo not drawn)	-1%	4%	26%	4%	1.6	1%	-6%	?	27µM*
CCOC(=O)N1CCN(C(=O)c2cnsn2)CC1	10%	13%	-5%	5%	-0.7	3%	i	0	-14%
C=CCN1CN(S(=O)(=O)c2cccc(Cl)c2)c2nc3ccccc3nc21	-13%	2%	12%	15%	-0.6	?	-31%[inhibitor]	22	4%
Cn1c(CCC(N)=O)nnc1SCC(=O)Nc1ccccc1C(=O)NC1CC1	-5%	4%	-2%	9%	1.0	9%	-23%	-10	-12%
Cc1ccc(S(=O)(=O)N(C)CC(=O)OCC(=O)N2CC(=O)Nc3ccccc32)cc1	-10%	-3%	5%	-3%	-0.9	5%	i	1	2%
CC(=O)c1ccc(S(=O)(=O)N2CCN(C(=O)c3cccc(S(=O)(=O)N4CC(C)OC(C)C4)c3)CC2)cc1 (stereo not drawn)	-14%	2%	8%	9%	0.9	3%	-16%	1	-23%
CC(OC(=O)C1CC1)C(=O)Nc1cccc(S(=O)(=O)N2CCOCC2)c1 (stereo not drawn)	-5%	0%	-11%	2%	0.4	-3%	-22%	-2	-8%
O=[N+]([O-])c1cc([N+](=O)[O-])c(Oc2cccc3c2CCCC3)cc1NN1CCCCC1	-10%	9%	-3%	-17%	0.0	8%	i	3	-14%
Cc1ccccc1NC(=O)c1sc(Cl)nc1C	5%	-4%	14%	-1%	8.1	46%[activator]	-18%	-3	-9%
COC(=O)c1cc(N=Nc2sc(N)nc2C)cc(C(=O)OC)c1	-18%	9%	10%	-7%	2.1	7%	-6%	-20	0%
COc1ccc(C(=O)CCC(=O)N2CCN(c3cccc(Cl)c3)CC2)cc1	-17%	-5%	-3%	4%	-3.1	?	-69%	3	-13%
O=C(CS(=O)(=O)c1ccccc1)Nc1nnc(Cc2ccccc2)s1	-5%	2%	-7%	4%	-2.1	1%	i	2	13µM*
Cc1ccc(C(=O)NNC(=O)c2csc(N3CCOCC3)n2)o1	9%	-3%	-1%	2%	-1.4	26%	i	-2	-1%
SMILES	EPAC1 antagonist	HEK293 tox	GLP1R ag	EPAC1 ag	IL-2 act	GLP1R inv ag	PTHR1 ag	PI5P4K alpha inh	PLK1 PBD block
O=C(c1ccc([N+](=O)[O-])cc1Cl)N1CCN(c2ccccn2)CC1	0%	-26%	8%	-11%	0.9	-1%	i	0	-4%
CCC(=O)N1CCc2cc(S(=O)(=O)CCC(=O)O)ccc21	-3%	-2%	-10%	7%	-2.6	11%	-3%	3	?
O=C(CNC(=O)N1CC(=O)Nc2ccccc21)Nc1ccc(F)c(Cl)c1	14%	-6%	-5%	-12%	-1.0	-6%	-31%[inhibitor]	5	-10%
C[C@H](CO)N1C[C@H](C)[C@@H](CN(C)C(=O)Nc2ccc(C(F)(F)F)cc2)Oc2ccc(NC(=O)Nc3ccccc3)cc2C1=O	-10%	-22%	-2%	-14%	-0.8	-55%	-17%	-10	-7%
COc1cc(OC)nc(Nc2nc(C(N)Cc3ccccc3)cs2)n1 (stereo not drawn)	5%	-16%	-6%	-8%	-1.0	?	-14%	0	-11%
Cc1cccc(NC(=O)CSCC(=O)N(CCC(C)C)c2c(N)n(Cc3ccccc3)c(=O)[nH]c2=O)c1	0%	-15%	10%	-9%	-2.8	?	i	1	1%
